# Screening data (PubChem BioAssay)
# TTR transcr act – activators of transthyretin transcription. SH-SY5Y TTR promoter Gaussia luciferase, luminescence; 100% = recombinant luciferase protein wells. activation, % at 16.7 µM. hit rate 1.3% among 92,000. AID 1117267;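 active means activation above the mean of all tested compounds plus 3 SD, cut at about 9.5% in these data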;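 further: cells exposed to compounds for one day before reading; 0% = median of all test compound wells on the plate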
# Starred values were filed as active, the others as inactive. This is a subset, so the mix of outcomes need not match the whole.
TTR transcr act | Compound
0.4 | Cc1cccc(C(=O)NCC(=O)N(C)CC(=O)Nc2ccc(N3CCOCC3)cc2)c1
0.3 | COc1ccc2[nH]c3c(c2c1)CCN[C@]31C(=O)N(C)c2ccccc21
-1.3 | CN(c1ccccc1)S(=O)(=O)c1cccc(NC(=O)c2ccc(=O)[nH]c2)c1
-1.4 | Nc1nc(N)c(Br)c(Nc2ccc(Cl)c(Cl)c2)n1
2.1 | COc1cc(C(=O)OCC(=O)NCCCc2ccccc2)ccc1OCC(C)C
1.1 | COc1ccc(CN2C(=O)c3cccnc3C2=O)cc1S(=O)(=O)NCc1ccccc1
-0.9 | COc1cc2c(cc1NC(=O)C(F)(F)F)-c1ccc(NC(=O)C(F)(F)F)cc1C2
2.1 | CCCC[n+]1ccn(-c2nc3ccccc3nc2[N-]S(=O)(=O)c2ccc(C)cc2)c1
1.9 | O=C(Nc1ccccc1Oc1ccccc1)NC1CCCCN(Cc2ccc(Cl)cc2)C1=O (stereo not drawn)
0.6 | Cc1ccc([N+](=O)[O-])cc1N=C(c1ccc([N+](=O)[O-])cc1)N1CCOCC1
1.9 | Cn1c(=O)c(C(=O)NC2CCCCCC2)c(O)c2ccccc21
-0.8 | COc1cc(CN2CCNC(=O)C2CC(=O)NCCCN2CCOCC2)cc(OC)c1 (stereo not drawn)
-0.4 | CN(CC(=O)Nc1sc2c(c1C#N)CCCCC2)Cc1nc2ccccc2c(=O)[nH]1
1.1 | CC1CCN(S(=O)(=O)c2ccc(S(=O)(=O)NCc3cccnc3)cc2)CC1
-1.4 | CSc1nc2ccc(NC(=O)CSc3nnc(N)s3)cc2s1
-3.8 | O=C(O)c1cccc(N/N=C/c2cccs2)c1
-1.3 | CC(=O)N1N=C(C)CC1c1ccc(O)cc1 (stereo not drawn)
-0.1 | CN1CCN(Cc2cn(C)nc2-c2ccccc2F)CC1c1ccccc1 (stereo not drawn)
0.3 | Clc1ccc(-c2cc(-c3ccccn3)on2)c(Cl)c1
-0.6 | CS/C(=N\S(=O)(=O)c1cccs1)Nc1cccc(Cl)c1C
-0.1 | C/C(=C\c1cc(C(=O)O)c(C)o1)CO
0.3 | C[C@H]1C(=O)[C@]23C[C@H]1CC[C@H]2[C@]1(C)[C@@H](O)CC[C@@](C)(C(=O)O)[C@H]1C[C@@H]3O
1.2 | O=C(NCCCN1CCOCC1)c1ccc(CS(=O)(=O)Cc2ccc(Cl)cc2)o1
1.9 | O=C(/C=C/c1ccco1)NCc1ccco1
-0.7 | COCCNc1nnc(SCC(=O)NC(=O)c2ccccc2)s1
-0.5 | O=C(Nc1ccccc1F)NC1CCN(Cc2nnnn2Cc2ccc(F)cc2)CC1
-2.5 | COc1ccc(C)cc1NC(=O)NCc1ccc(F)cc1
-1.6 | COC(=O)Nc1ncc(CN2CCC(c3ccccc3)CC2)s1
-0.8 | CC(=O)NCCOc1nc(N(C)C)nc(N2CCCCC2)n1
0.9 | O=C(CSc1nccn1-c1cccc(Cl)c1)Nc1ccc2c(c1)OCCO2
-1.5 | CCN(CC)S(=O)(=O)c1ccc(S(=O)(=O)N(CC(=O)Nc2ccccc2)CC2CCCO2)cc1 (stereo not drawn)
-1.2 | COc1ccc(S(=O)(=O)N2CCN=C2SCc2cccnc2)cc1
-0.1 | CCOc1cc(C(=O)Nc2ccccc2N2CCOCC2)ccc1OCC(=O)N1CCCCC1
2.3 | CC(C)CCNC(=O)CSc1nc2c(c(=O)[nH]1)CCC2
-0.1 | O=C(NC1CCCCC1)c1nc2c(nnn2Cc2ccccc2Cl)c(=O)[nH]1
-1.3 | O=C(Nc1ccccc1N1CCCCC1)c1ccc(OC(F)F)cc1
0.2 | COc1cccc(N2CC(=O)N(NC(=O)CSc3nc(C)cc(C)c3C#N)CC2=O)c1
-2.0 | Cc1ccc(C)c(NC(=O)CCn2cnnn2)c1
-0.1 | Cn1c2c(c(=O)n(C)c1=O)C(c1ccc(Br)cc1)Nc1ccccc1O2 (stereo not drawn)
0.0 | CC(C)C1N(C(=O)N2CCOCC2)CCN1S(=O)(=O)c1ccccc1 (stereo not drawn)

# Retrieved by compound from the entries so far:
TTR transcr act | Compound
-0.1 | O=C(NC1CCCCC1)c1nc2c(nnn2Cc2ccccc2Cl)c(=O)[nH]1
-1.6 | COC(=O)Nc1ncc(CN2CCC(c3ccccc3)CC2)s1
-0.1 | Cn1c2c(c(=O)n(C)c1=O)C(c1ccc(Br)cc1)Nc1ccccc1O2 (stereo not drawn)
-0.8 | CC(=O)NCCOc1nc(N(C)C)nc(N2CCCCC2)n1

# Next part:
TTR transcr act | Compound
2.2 | Cc1nn(Cc2ccccc2Cl)c2sc(C(=O)NCc3ccc4c(c3)OCO4)cc12
1.9 | CCOC(=O)c1c(NC(=O)CN2CCN(C)CC2)sc(C(=O)Nc2ccccc2)c1C
-0.9 | COc1ccc(NC(=O)O/N=C/c2c(C)nn(C(C)(C)C)c2C)cc1
-2.2 | CCOC(=O)c1c(C)oc2ccc(OCc3cc(C(=O)OC)oc3C)cc12
-1.6 | [O-][n+]1c2cc(C(F)(F)F)ccc2c2n1CCN=C2c1ccc(Cl)cc1
4.7 | O=C(CN1C(=O)c2ccccc2C1=O)NCC(=O)Nc1ccccc1
0.8 | CCN(c1ccccc1)S(=O)(=O)c1ccc2c(c1)CCCN2C(C)=O
-1.1 | Cc1nc(C)c(C(=O)N/N=C/c2cc(Br)ccc2O)s1
-1.0 | C/C(CCc1ccccc1)=N\NC(=O)COc1ccccc1C
-1.1 | CC(C)[n+]1ccn(C2=C([O-])c3ccccc3C(=O)/C2=N\S(=O)(=O)c2ccccc2)c1
-3.9 | O=C(c1ccccc1F)N1CCCc2ccccc21
2.6 | O=C(Nc1ccccc1)c1ccsc1
-3.7 | CCCSc1ccc([C@@H]2[C@H]3C(=O)N(CC)C(=O)[C@H]3[C@]3(C(=O)OC)CCCCN23)cc1
0.8 | Cc1nn(-c2ccc(F)cc2)c(Cl)c1/C=C/C(=O)OCC(=O)Nc1c(F)c(F)c(F)c(F)c1F
2.1 | O=C(CCNS(=O)(=O)c1ccc(Br)cc1)NC1CCN(Cc2ccccc2)CC1
-1.9 | OCCN1CCN(c2cc(-c3ccc4ccccc4c3)nc3ccnn23)CC1
2.1 | COc1ccc(S(=O)(=O)N(C)C)cc1NC(=O)Cc1c[nH]c2ccccc12
-1.6 | Cc1cc(C(=O)N2CCN(c3ncccn3)CC2)cs1
-1.1 | Cc1sc(NC(=O)c2ccccc2)c(C(c2ccc(Cl)cc2)N2CCN(CCO)CC2)c1C (stereo not drawn)
2.2 | CC(=O)Nc1ccc(S(=O)(=O)N2CCN(C(=O)c3ncoc3-c3ccc(F)cc3)CC2)cc1
-0.9 | C=CCn1nc(-c2ccccc2)c2c(C)onc2c1=O
3.3 | COc1ccccc1OCCSc1nnnn1-c1ccc(C)cc1
-3.8 | CCCCn1c(O)c(N=Nc2ccccc2O)c2ccccc21
1.5 | Cc1csc2c(=O)n3c(nc12)CCCCC3
0.2 | COc1ccc(Cl)cc1NC(=O)Nc1ccc(C(=O)N2CCOCC2)cc1
0.6 | COc1cc(OC)cc(-c2c(C#Cc3ccsc3)c3cc(-c4ccc5c(c4)OCO5)ccc3n2C)c1
-1.8 | CCOc1ccc(S(=O)(=O)Nc2ccc(C(=O)NCC(c3ccc(OC)cc3)N3CCOCC3)cc2)cc1 (stereo not drawn)
3.4 | O=C(Nc1ccc(C2=CN(Cc3ccccc3)CCC2=O)cc1)OCc1ccccc1
-0.6 | CC1CN(c2ccc([N+](=O)[O-])c(NCCOc3ccccc3)c2)CC(C)N1 (stereo not drawn)
0.0 | COc1ccc(NC(=O)NCc2ccccn2)cc1
-1.7 | CCN(CC)CCCNc1oc(-c2ccccc2[N+](=O)[O-])nc1C#N
-0.9 | CC1CCCN(c2ccc(C(=O)Nc3cccnc3)cc2[N+](=O)[O-])C1 (stereo not drawn)
-1.2 | Cc1cccc(N2CCN(C(=O)CN3C(=O)NC(C)(C4CC4)C3=O)CC2)c1C (stereo not drawn)
-2.8 | O=C(Cc1ccccc1F)Nc1cccc(S(=O)(=O)N2CCCCC2)c1
1.4 | O=C(Oc1cccc2c(O)cccc12)c1ccco1
0.1 | O=C(CCn1cnc2ncccc2c1=O)N1CCN(c2cccc(Cl)c2)CC1
-3.7 | CNC(=O)c1sc(N2N=C3/C(=C\c4ccccc4)CCCC3C2c2ccccc2)nc1C (stereo not drawn)
-0.1 | COc1ccc(C(NC(=O)C2C3C=CC(C3)C2C(=O)O)c2ccccc2)cc1 (stereo not drawn)
2.1 | NC(=O)C1CCN(C(=O)CNC(=O)c2ccc(Br)o2)CC1
-4.6 | O=C1C=C(Nc2ccccc2O)c2ccccc2C1=O

# Exported as tab-separated lines: entries from further up
smiles	TTR transcr act
CNC(=O)c1sc(N2N=C3/C(=C\c4ccccc4)CCCC3C2c2ccccc2)nc1C (stereo not drawn)	-3.7
CS/C(=N\S(=O)(=O)c1cccs1)Nc1cccc(Cl)c1C	-0.6

# Additional results.
TTR transcr act | Compound
-1.3 | CN(C)CCNc1c2c(nc3nnnn13)CCCC2
0.1 | Cc1ccc(N2C(=O)C3ON(c4ccccc4)C(CC(C)C)C3C2=O)cc1 (stereo not drawn)
1.8 | CC(OC(=O)CCN1C(=O)C2CC=CCC2C1=O)C(=O)c1ccc(F)cc1 (stereo not drawn)
-0.6 | CC1CCc2c(sc(/N=C/c3ccco3)c2C(N)=O)C1 (stereo not drawn)
0.3 | COc1cc2c(cc1OC)C1(CCCC1)CNC2c1ccc([N+](=O)[O-])cc1 (stereo not drawn)
1.9 | COc1ccc2c(c1OC)C(=O)N(c1ncn[nH]1)C2
-1.6 | Cc1ccc(CC2(C)C(=O)Nc3c(Cl)cccc32)cc1 (stereo not drawn)
-0.8 | CCCN(CC(=O)Nc1ccc(F)c(F)c1F)C(=O)Cc1ccc(OC)c(S(=O)(=O)N2CCOCC2)c1
-3.0 | CC(C)OC(=O)C(C)Oc1ccc(C(=O)NCCc2ccccc2)cc1 (stereo not drawn)
-6.1 | COc1ccc(C(=O)Nc2ccccc2C(=O)N/N=C/c2ccc(O)c(OC)c2)cc1
-0.4 | CC(Nc1ccccc1N1CCCCC1)C(=O)N1CCc2ccccc21 (stereo not drawn)
-0.4 | CCn1cc(C(=O)NC2CC(C)(C)Cc3c2cnn3-c2cccc(F)c2)cn1 (stereo not drawn)
-6.5 | Cc1ccc(-c2csc(NCCn3c(-c4ccncc4)nc4ccccc43)n2)cc1
3.2 | CCN(CC)C(=O)O[C@H]1CC[C@@]23CCCN2C(=O)CCC[C@H]3C1
0.6 | COc1ccccc1NC(=O)C(=O)/C=C(\O)c1ccccc1
2.9 | O=C(NCC1CCCO1)C1CC1(c1ccccc1)c1ccccc1 (stereo not drawn)
1.1 | CCOC(=O)c1ccc(N2C(=O)CC(Nc3ccc(O)cc3)C2=O)cc1 (stereo not drawn)
2.9 | COc1ccccc1/C=C/C=N/n1c(-c2n[nH]c3c2CCC3)n[nH]c1=S
0.2 | CCOc1ccc(/C=N/NC(=O)C(C)Sc2ccccn2)cc1OCC (stereo not drawn)
-1.1 | COc1ccc(CC(=O)O/N=C(\N)c2ccncc2)cc1

# 7 entries from above in another layout.
Structure	TTR transcr act
COc1ccc(C(=O)Nc2ccccc2C(=O)N/N=C/c2ccc(O)c(OC)c2)cc1	-6.1
CC(Nc1ccccc1N1CCCCC1)C(=O)N1CCc2ccccc21 (stereo not drawn)	-0.4
CCn1cc(C(=O)NC2CC(C)(C)Cc3c2cnn3-c2cccc(F)c2)cn1 (stereo not drawn)	-0.4
Cc1ccc(-c2csc(NCCn3c(-c4ccncc4)nc4ccccc43)n2)cc1	-6.5
CCN(CC)C(=O)O[C@H]1CC[C@@]23CCCN2C(=O)CCC[C@H]3C1	3.2
COc1ccccc1NC(=O)C(=O)/C=C(\O)c1ccccc1	0.6
O=C(NCC1CCCO1)C1CC1(c1ccccc1)c1ccccc1 (stereo not drawn)	2.9

# Remaining list, next part.
TTR transcr act | Compound
-0.7 | CC(=O)Nc1ccc(NC(=O)c2cc([N+](=O)[O-])cc([N+](=O)[O-])c2)cc1
-2.2 | Cc1ccc(/C=C2\Oc3c(ccc(O)c3CN3CCN(CCO)CC3)C2=O)cc1
1.5 | COCCNC(=O)C(c1ccncc1)N(Cc1ccccc1)C(=O)Cn1nnc2ccccc21 (stereo not drawn)
-6.3 | Cc1ccc(NC(=O)Nc2cccc([N+](=O)[O-])c2)cc1F
0.3 | Cc1oc(=O)cc(OCc2ccccc2)c1C
1.1 | CC(C)NCC(=O)C12CC3CC(CC(C3)C1)C2
2.7 | Cc1ccc(C(=O)OCC(=O)N2CCCCCC2)cc1S(=O)(=O)N1CCOCC1
-1.8 | CCCNc1nc2c(c(=O)n(C)c(=O)n2C)n1CCCc1ccccc1
2.6 | Cn1ncc(Br)c1C(=O)NC12CC3CC(CC(C3)C1)C2
3.0 | Cc1cc([N+](=O)[O-])ccc1NC(=O)Cc1ccc(F)cc1
-1.6 | COCCCNC(=O)c1cccc(OC)c1OC
0.8 | CCC(=O)Nc1ccc2c(c1)OC[C@@H](C)N(Cc1ccccc1F)C[C@@H](C)[C@@H](OC)CN(C)C2=O
5.0 | CC(C)CC(OC(=O)c1ccco1)C(=O)NCC1CCCO1 (stereo not drawn)
-0.8 | Cc1cc(S(=O)(=O)N2CCC3(CC2)OCCO3)c(C)cc1Cl
-1.6 | NNc1ncnc2sc3c(c12)CCC3
1.6 | CNC(=S)N/N=C/c1cc(Br)c(OCc2ccncc2)c(OC)c1
-0.4 | CC(OC(=O)c1cccc(S(=O)(=O)N2CCCC2)c1)C(=O)c1ccccc1 (stereo not drawn)
2.2 | OCCN1CCN(c2ncnc3nc[nH]c23)CC1
2.1 | O=CNc1ccccc1Oc1ccccc1
1.0 | CCOC(=O)CSc1nnc(CCCCCN2C(=O)c3cccc4cccc(c34)C2=O)o1
-1.5 | CCC(=O)Nc1nnc(-c2ccc(OC)cc2)o1
-0.3 | CC1(C)CC2CC(C)(CN2C(=O)c2cccs2)C1 (stereo not drawn)
1.0 | COc1ccccc1C(=O)NCC(=O)OCC(=O)NNC(=O)c1ccc(Br)cc1
2.4 | CCN1CCN(CC(=O)N2N=C(c3cccs3)CC2c2ccc(OC)cc2)C(=O)C1=O (stereo not drawn)
0.1 | CCc1cc(S(=O)(=O)N2CCN(C(=O)c3ccco3)CC2)ccc1OC
0.5 | COc1ccc(N2C(=O)CC(N3CCN(S(=O)(=O)c4ccc(Cl)cc4)CC3)C2=O)cc1 (stereo not drawn)
0.4 | NC(=O)C1CCN(c2c([N+](=O)[O-])cc(C(F)(F)F)cc2[N+](=O)[O-])CC1
